Tb PYK inh: inhibitors of Trypanosoma brucei pyruvate kinase; Q57TT1; TbPYK enzyme, Kinase-Glo Plus ATP luminescence, 45 min; Potency, µM (highest dose often 76.8 µM), inactives show top-dose activity, negative = inhibition, usual class: inhibitors; 410,000 compounds, 0.12% hits; also: potency is read from the fitted curve at half-maximal effect; nearly all actives have a fitted effect of over 50% in size
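Quantitative HTS: titrated library compounds versus trypanosomal pyruvate kinase in TEA buffer (pH 7.2) containing KCl, MgCl2, BSA and Tween-20. Reactions were initiated with ADP, 130 uM final. Kinase-Glo Plus luminescence was read after 45 min at RT.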
AMA1 RON2 block: disrupts binding of P. falciparum AMA1 to RON2 | AlphaScreen AMA1-biotinylated RON2 peptide binding | Potency, µM (doses to about 58.2 µM), for the others: top-dose activity change, negative = inhibition, most hits filed as inhibitors | 360,000 compounds, 0.2% hits | AID 720542;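 also: potency is read from the fitted curve at half-maximal effect; 0% = vehicle wells and -100% = peptide control; nearly all actives have a fitted effect of over 45% in size; some results filed as inactive show a strong effect at the top dose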
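AMA1 (3D7) with his tag at 25 nM final met compounds first, then biotinylated RON2 peptide at 25 nM; detection used donor plus acceptor beads, 10 µg/mL apiece, read by AlphaScreen after 30 min at room temperature.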
AmpC inh detg: AmpC beta-lactamase inhibition with detergent present; P00811; AmpC hydrolysis of nitrocefin, absorbance 480 nm, 0.01% Triton; Potency, µM (titrated, usually from 114 µM), without a hit: at the top dose activity change, negative = inhibition, usual class: inhibitors; 370,000 compounds, 0.041% hits;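 also: potency is read from the fitted curve at half-maximal effect; 0% = no-compound wells and -100% = no-enzyme wells; nearly all actives have a fitted effect of over 25% in size; some results filed as inactive show a strong effect at the top dose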
Target sequence (P00811 whole entry, looked up): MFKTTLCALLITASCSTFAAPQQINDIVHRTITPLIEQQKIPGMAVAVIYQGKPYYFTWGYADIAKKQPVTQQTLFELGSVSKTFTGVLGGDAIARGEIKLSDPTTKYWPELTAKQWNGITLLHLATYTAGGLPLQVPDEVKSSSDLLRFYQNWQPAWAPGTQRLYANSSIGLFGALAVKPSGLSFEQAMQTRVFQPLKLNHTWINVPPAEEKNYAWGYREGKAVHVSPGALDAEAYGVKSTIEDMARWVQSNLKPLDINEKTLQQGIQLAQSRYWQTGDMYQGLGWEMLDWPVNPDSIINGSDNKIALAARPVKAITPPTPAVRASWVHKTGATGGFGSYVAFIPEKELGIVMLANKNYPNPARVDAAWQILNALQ
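AmpC (5.3 nM in the dispensed reagent) in 20 mM phosphate pH 7.0 with 0.01% (detergent screen) or 0.0001% Triton X-100 was preincubated with compounds for 15 min at room temperature. Nitrocefin was then added from an 800 uM solution, and hydrolysis was followed at 480 nm.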
HCMV inh: human cytomegalovirus inhibition | HFF cells, HCMV-luciferase reporter, 72 h; active compounds read low | activity change, negative = inhibition, % at 57.5 µM | 410,000 compounds, 4.5% hits | AID 1259415; in the data active = activity change below about -60%; inconclusive = no clear call, values can overlap the other calls; inactive = above about -39%
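Human foreskin fibroblasts infected with luciferase-reporter HCMV at MOI 1 PFU/cell, compounds at two doses. Luciferase measured 72 h post infection; normalized to buffer-only basal and Salinomycin (10uM) controls.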
LmPK inh: inhibitors of Leishmania mexicana pyruvate kinase | Q27686 | purified LmPK, Kinase-Glo ATP luminescence, 1 h | Potency, µM (series often up to 57.5 µM), for the others: at the highest dose activity change, negative = inhibition, actives largely listed as inhibitors | 290,000 compounds, 0.37% hits; also: potency is read from the fitted curve at half-maximal effect
Target sequence (Q27686 whole entry, looked up): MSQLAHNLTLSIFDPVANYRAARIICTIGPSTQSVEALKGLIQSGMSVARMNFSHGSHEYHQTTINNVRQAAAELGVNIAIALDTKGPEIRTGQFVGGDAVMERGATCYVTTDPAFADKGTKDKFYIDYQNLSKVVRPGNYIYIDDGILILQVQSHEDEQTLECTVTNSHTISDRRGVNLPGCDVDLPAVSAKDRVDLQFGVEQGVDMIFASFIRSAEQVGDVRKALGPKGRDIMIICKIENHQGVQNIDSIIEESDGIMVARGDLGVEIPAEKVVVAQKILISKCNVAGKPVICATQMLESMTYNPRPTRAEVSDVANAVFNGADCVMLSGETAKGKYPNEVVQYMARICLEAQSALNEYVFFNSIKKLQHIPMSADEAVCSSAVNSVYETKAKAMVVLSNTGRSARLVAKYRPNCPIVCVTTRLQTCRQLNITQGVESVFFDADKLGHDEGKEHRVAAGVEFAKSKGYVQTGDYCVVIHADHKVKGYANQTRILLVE
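In 50 mM imidazole pH 7.2 with 7 mM MgCl2, LmPK (0.1 nM) turned over PEP (0.5 mM) and ADP (0.1 mM) for 1 h at room temperature. Luciferase read-out of ATP.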
HCV inh: inhibitors of hepatitis C virus infection. Huh7.5.1 HCVcc-Cre infection, luciferase reporter, 44 h. Potency, µM (doses to about 41.8 µM), inactives show at the highest dose activity change, negative = inhibition, usual class: inhibitors. 340,000 compounds, 3.4% hits; also: potency is read from the fitted curve at half-maximal effect
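A cell-based infection assay in which seeded cells (1,000 per well) receive test compound after 4 h, are inoculated with HCVcc-Cre at approximately 0.5 moi, and are incubated 44 h before luminescence detection.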
AmpC no deterg: blocks E. coli AmpC beta-lactamase in detergent-free assay. AmpC nitrocefin hydrolysis, absorbance 480 nm, 0.0001% Triton. P00811. 330,000 compounds, 0.52% hits. AID 485341. Potency, µM (series often up to 57.1 µM), inactives show at the highest dose activity change, negative = inhibition, actives largely listed as inhibitors;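 also: potency is read from the fitted curve at half-maximal effect; plate controls were no compound for no effect and no enzyme for full effect; nearly all actives have a fitted effect of over 20% in size; some results filed as inactive show a strong effect at the top dose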
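AmpC (5.3 nM in the dispensed reagent) in 20 mM phosphate pH 7.0 with 0.01% (detergent screen) or 0.0001% Triton X-100 was preincubated with compounds for 15 min at room temperature. Nitrocefin was then added from an 800 uM solution, and hydrolysis was followed at 480 nm.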
* = called active by the depositor; ? = inconclusive; . = not tested or not shown; [ ] = another dose, or the depositor's remark. Unless noted, calls follow the shape of the dose curve; as a rule, active = well fitted curve in the direction sought with a large enough effect; inconclusive = small, poorly fitted or top-dose-only effect, or another doubt; inactive = no such curve, though single readings can be large; an effect the other way counts as inactive or inconclusive. Unless noted, % is scaled to controls: 0 for no effect and ±100 for the full control effect.

SMILES	Tb PYK inh	AMA1 RON2 block	AmpC inh detg	HCMV inh	LmPK inh	HCV inh	AmpC no deterg
CCOc1ccc2[nH]c(=O)c(CN(CCO)C(=O)CC)cc2c1	8%	0%	?	1	4%	11%	-16%
CCCCCCn1c(COc2ccccc2F)nnc1SCC(=O)N1c2ccccc2NC(=O)C1(C)C	0%	-15%	-11%	4	2%	?	21%
O=C1CSCC(=O)N1c1ccccc1	2%	11%	?	-30	0%	7%	-20%
CSCC(=O)N1CCC(n2nccc2NC(=O)CCCc2ccccc2)CC1	-3%	8%	3%	22	-7%	8%	4%
COc1ccc(NC(=O)CC(C)S(=O)(=O)c2ccc3c(c2)NC(=O)CO3)cc1OC (stereo not drawn)	14%	.	4%	26	.	.	.
CCCC(=O)Nc1ccc(N2CCN(C(=O)c3ccccc3C)CC2)cc1	-2%	-6%	-9%	2	-2%	-10%	-3%
O=C(CN1C(=O)COc2ccccc21)Nc1ccc2c(c1)OCCO2	1%	-2%	-7%	74	-2%	.	-26%
C=CCN(c1ccccc1)S(=O)(=O)c1ccc2c(c1)NC(=O)C(C)C(=O)N2 (stereo not drawn)	4%	1%	-11%	11	1%	11%	-25%
O=C(Cc1ccccc1[N+](=O)[O-])NCc1ccccc1Cl	1%	-7%	-10%	82	-2%	0%	-10%
CCCCN(CC)C(=O)C1CCCN(S(=O)(=O)c2cccc3nsnc23)C1 (stereo not drawn)	-4%	0%	0%	?	7%	-18%	64%[activator]
Cc1nn(C)c(C)c1/C=C(\C#N)S(=O)(=O)c1ccc(F)cc1	6%	4%	.	-26	.	.	.
Cc1cccnc1NC(=O)c1cc2c(=O)oc3ccccc3c2s1	-2%	38%[activator]	-8%	4	0%	-8%	-14%
Cc1nn(C(=O)c2ccco2)c(C)c1Sc1ccc(Br)cc1	-19%	-11%	-3%	11	0%	22%	-18%
C/C(=N\NC(=O)C(c1ccccc1)c1ccccc1)c1ccc(O)cc1	2%	24%	?	22	5%	-15%	-35%
CCOC(=O)c1[nH]c2ccc(OC)cc2c1NC(=O)NC(C)C	-3%	6%	-1%	59	0%	0%	3%
O=C(Nc1ccc(Cc2ccncc2)cc1)c1cccs1	2%	4%	7%	36	-2%	-23%	-26%
COc1ccc(S(=O)(=O)N2CCC(C(=O)Nc3ccc(OC)c(OC)c3)CC2)cc1C	-6%	-18%	.	-9	.	23%	.
Cc1nnc(SCc2ccccc2)n1N	0%	15%	-12%	-12	0%	17%	-15%
COc1ccccc1NC(=O)C1Cc2ccccc2CN1C(=O)c1ccco1 (stereo not drawn)	3%	-7%	-17%	21	-2%	-1%	-25%
COC(=O)c1ccccc1NC(=O)CCC(=O)N1CCOc2ccccc21	1%	.	7%	-4	.	.	.

Given in markdown: part of the list above.
| Structure | Tb PYK inh | AMA1 RON2 block | AmpC inh detg | HCMV inh | LmPK inh | HCV inh | AmpC no deterg |
| --- | --- | --- | --- | --- | --- | --- | --- |
| CCOc1ccc2[nH]c(=O)c(CN(CCO)C(=O)CC)cc2c1 | 8% | 0% | ? | 1 | 4% | 11% | -16% |
| CCCCCCn1c(COc2ccccc2F)nnc1SCC(=O)N1c2ccccc2NC(=O)C1(C)C | 0% | -15% | -11% | 4 | 2% | ? | 21% |
| C=CCN(c1ccccc1)S(=O)(=O)c1ccc2c(c1)NC(=O)C(C)C(=O)N2 (stereo not drawn) | 4% | 1% | -11% | 11 | 1% | 11% | -25% |
| COC(=O)c1ccccc1NC(=O)CCC(=O)N1CCOc2ccccc21 | 1% | . | 7% | -4 | . | . | . |
| O=C(CN1C(=O)COc2ccccc21)Nc1ccc2c(c1)OCCO2 | 1% | -2% | -7% | 74 | -2% | . | -26% |

(listing goes on)
SMILES	Tb PYK inh	AMA1 RON2 block	AmpC inh detg	HCMV inh	LmPK inh	HCV inh	AmpC no deterg
CC/C(Cc1ccccc1)=N/NC(=O)c1cccc(Br)c1	1%	47%[activator]	?	-13	4%	5%	-18%
COc1cc(/C=N/n2c(-c3cc(C)[nH]n3)n[nH]c2=S)cc(OC)c1OC	?	93%[activator]	-4%	11	-1%	8%	-23%
Cc1ccc(C(C)C)c(OCC(=O)Nc2cccc(-c3nc4ncccc4o3)c2)c1	1%	.	9%	-16	.	.	.
COc1ccc(CN(C(=O)c2ccco2)c2ccccc2)cc1	-6%	2%	?	45	4%	0%	-16%
Cc1ccc(N2CC(C(=O)NCCc3ccc(S(N)(=O)=O)cc3)CC2=O)cc1 (stereo not drawn)	-10%	7%	-13%	0	6%	7%	-37%
CCOCCCn1c(=S)[nH]c2cc(C(=O)NCc3ccc(F)cc3)ccc2c1=O	6%	96%[activator]	-5%	12	-1%	-20%	-25%
O=C1[C@@H]2C(Cc3ccc(O)cc3)NC3(C(=O)Nc4ccc(F)cc43)[C@@H]2C(=O)N1c1ccccc1 (stereo partly drawn)	-15%	38%[activator]	?	-14	-2%	17%	-18%
CCOC(=O)c1ccc(NC(=O)CC2C(=O)N(c3ccc(F)cc3)C(=O)N2Cc2ccc(C)cc2)cc1 (stereo not drawn)	3%	.	-14%	-8	.	.	.
COc1ccc(N2CCN(C3CCCCC3NS(=O)(=O)c3ccccc3)CC2)cc1 (stereo not drawn)	-10%	?	4%	0	1%	?	-3%
CCC(C)N(C(=O)COC(=O)c1cc([N+](=O)[O-])ccc1N)C1CCS(=O)(=O)C1 (stereo not drawn)	1%	11%	3%	30	-10%	.	22%
O=C(CCCN1C(=O)C2CC=CCC2C1=O)Nc1cccc(F)c1 (stereo not drawn)	1%	2%	9%	-26	-2%	.	-13%
NC(=O)COC(=O)[C@H](Cc1c[nH]c2ccccc12)NC(=O)c1ccc(F)cc1	-2%	-8%	-10%	31	8%	4%	-15%
COCCNC(=O)C1(C)CCCN(Cc2c(C)nn(-c3ccccc3)c2C)C1 (stereo not drawn)	-7%	7%	.	-35	.	.	.
CC(C)(C)C(=O)NCc1ccc(C(=O)CN2C(=O)NC3(CCCC3)C2=O)s1	2%	7%	-2%	-4	.	-1%	-6%
O=C1Nc2cc(C(=O)N3CCN(Cc4ccccc4)CC3)ccc2SC1N1CCOCC1 (stereo not drawn)	3%	2%	-13%	2	-2%	-30%	97%[activator]
COc1cccc(CNC(=O)C2CCN(S(=O)(=O)c3ccc4c(ccn4C)c3)CC2)c1	4%	.	-2%	17	.	.	.
CC(c1nc2ccccc2c(=O)[nH]1)N(C)c1ccc2ccccc2c1 (stereo not drawn)	1%	12%	-13%	-17	2%	3%	-20%
CCNCCC(=O)N1c2ccccc2Sc2ccc(C(F)(F)F)cc21	3%	0%	-13%	20	11%	?	24%
CCOc1ccc(OCC)c(NS(=O)(=O)c2c(C(=O)N3CCC(C)CC3)c(C)n(C)c2C)c1	4%	.	2%	10	.	.	.
COc1ccc2oc(=Nc3cccc(F)c3)c(C(N)=O)cc2c1	-6%	-11%	-5%	?	0%	?	5%

In the list so far, 2 have a nitro group on carbon:
SMILES	Tb PYK inh	AMA1 RON2 block	AmpC inh detg	HCMV inh	LmPK inh	HCV inh	AmpC no deterg
O=C(Cc1ccccc1[N+](=O)[O-])NCc1ccccc1Cl	1%	-7%	-10%	82	-2%	0%	-10%
CCC(C)N(C(=O)COC(=O)c1cc([N+](=O)[O-])ccc1N)C1CCS(=O)(=O)C1 (stereo not drawn)	1%	11%	3%	30	-10%	.	22%

(continued)
SMILES	Tb PYK inh	AMA1 RON2 block	AmpC inh detg	HCMV inh	LmPK inh	HCV inh	AmpC no deterg
CCOC(=O)[C@]12Cc3c(cc(OC)c(OC)c3OC)[C@H]1N(C)C(=O)c1cc(OC)ccc12	0%	-2%	.	-101*	.	.	.
CC1(C)CC(=O)C2=C(C1)Nc1ccccc1[S@]2=O	-2%	0%	4%	11	-11%	15%	-13%
COc1ccc(N2C(=O)CSC23CCC(C(C)(C)C)CC3)cc1 (stereo not drawn)	0%	4%	-6%	-19	1%	22%	-1%
CCOC(=O)c1ccc(NC(=S)N(CCCN2CCCC2)Cc2ccco2)cc1	5%	14%	4%	-32	0%	10µM*	7%
O=C(COc1ccc([N+](=O)[O-])cc1)Nc1ccc(NC(=O)c2ccccc2)cc1	-4%	-14%	7%	50	3%	16%	-27%
Cc1ccc(S(=O)(=O)n2nc(-c3ccco3)nc2NCc2ccccc2Cl)cc1	1%	.	19%	8	.	.	.
c1ccc(CN(Cc2ccccc2)C(c2ccnc3ccccc23)c2nnnn2-c2ccc3c(c2)OCCO3)cc1 (stereo not drawn)	0%	-9%	.	-25	.	.	.
CCc1cc(SC#N)ccc1N	-8%	-2%	0%	0	6%	20%	-23%
O=C(NCc1cccnc1)c1cc2nc(-c3cccs3)cc(C(F)(F)Cl)n2n1	-13%	8%	-14%	-7	2%	?	90%[activator]
CC(NC(=O)C(=O)NCCCn1ccnc1)c1ccccc1 (stereo not drawn)	4%	6%	6%	20	-1%	8%	-29%
Nc1nnc(SCC(=O)OCc2ccc(F)cc2)s1	-5%	-1%	-2%	16	-2%	23%	-15%
CCOc1cc(/C=N/NC(=O)c2cccnc2)ccc1OCc1ccc(C(=O)OC)o1	1%	4%	-4%	14	7%	8%	-8%[2.29 µM]
N#CC1=C2SCC(O)(c3ccccc3)N2C(=O)CC1c1ccccc1 (stereo not drawn)	-9%	-8%	?	2	4%	?	-45%
COc1ccc(CN(C)S(=O)(=O)c2nnc(NC(=O)c3ccc(C)cc3)s2)cc1OC	2%	-3%	-12%	-26	-1%	7%	1%
CC(C)[C@H](CO)NC(=O)[C@H]1O[C@@H](n2ccc(N)nc2=O)[C@H](O)[C@@H]1O	1%	12%	.	24	.	.	.
CN1OC[C@@H]2CN(S(=O)(=O)c3cccc(C(F)(F)F)c3)[C@H](c3ccc(-c4cc5ccccc5o4)cc3)C[C@@H]21	-4%	7%	.	-68*	.	.	.
CN(Cc1ccccc1)C(=O)c1cccc(N2C(=O)C3CC=CCC3C2=O)c1 (stereo not drawn)	-8%	6%	-8%	?	-4%	-4%	15%
NC(=O)C[C@@H]1N[C@]2(C(=O)Nc3ccccc32)[C@@H]2C(=O)N(C3CCCCC3)C(=O)[C@H]12	11%	0%	-10%	73	0%	21%	-18%
O=C(CSc1nn(-c2ccccc2)c(=S)s1)Nn1cnnc1	1%	-2%	-7%	-11	-3%	19%	-6%
O=C(O)C1CCN(S(=O)(=O)c2ccc(N3CCCC3C(=O)O)c([N+](=O)[O-])c2)CC1 (stereo not drawn)	-11%	-5%	0%	16	-6%	9%	-8%
O=C(O)C1=NOC(CNc2ncc(C(F)(F)F)cc2Cl)C1 (stereo not drawn)	2%	9%	-1%	-13	-1%	24%	-5%
Cc1ccnc(N/C=C/C(=O)c2ccc(Br)cc2)c1	-16%	-12%	-6%	-16	-3%	1%	-28%

Source: PubChem (National Center for Advancing Translational Sciences (NCATS))
